From PubChem BioAssay
Growth percent in the NCI-60 one-dose screen (48 h, 10 µM unless noted): 100 = growth as untreated, 0 = no growth, -100 = all killed.
LOX IMVI: LOX IMVI melanoma; AID 1794757; 79,000 compounds, 7.4% hits
SK-MEL-28: SK-MEL-28 melanoma | 81,000 compounds, 4.1% hits | AID 1794761
T-47D: T-47D breast cancer; 79,000 compounds, 5% hits; AID 1794792
BT-549: BT-549 breast cancer; AID 1794793; 78,000 compounds, 4.4% hits
MCF7: MCF7 breast cancer; 82,000 compounds, 6.3% hits; AID 1794796
MDA-MB-231: MDA-MB-231 breast cancer; 81,000 compounds, 5% hits
MDA-MB-468: MDA-MB-468 breast cancer; AID 2202374; 78,000 compounds, 8.5% hits
HS 578T: HS 578T breast cancer; 78,000 compounds, 4.1% hits; AID 1794788
Starred values were filed as active, the others as inactive; / = not tested or not shown; & = joins results of further samples. Rule for the calls: active = growth percent below 10; inactive = the rest. Compounds as they come. Share with any hit: about 12%.

entry	smiles	LOX IMVI	SK-MEL-28	T-47D	BT-549	MCF7	MDA-MB-231	MDA-MB-468	HS 578T
1	O=C1CS(=O)(=O)N(Cc2ccccc2)Cc2ccccc21	100	109	114	112	114	105	104	103
2	O=C(/C=C/c1ccc(C(F)(F)F)cc1)c1c(O)c2ccccc2oc1=O	/	115	88	107	86	99	97	96
3	O=C1NC(=NC(=O)c2ccccc2)S/C1=C/c1ccccc1O	103	99	85	91	101	92	102	98
4	CC(C)c1ccc2c(c1)CC[C@H]1[C@](C)(CN)CCC[C@]21C	107	102	103	120	92	88	96	99
5	O=[N+]([O-])c1ccc(Sc2ncccn2)c([N+](=O)[O-])c1	68	72	41	-16*	34	69	6.0*	89
6	CSc1nn2c(-c3ccc(F)cc3)ccnc2c1C#N	96	102	81	102	94	103	92	99
7	CCOC(=O)C1C(=O)C(=O)N(C(C)C)C1C(=O)OCC (stereo not drawn)	102	108	105	119	100	103	98	97
8	CC(=O)Nc1nc(C)c(C(=O)NNC=O)s1	104	104	127	/	92	106	116	77
9	CCCCC(=O)N1CCCC(C)C1 (stereo not drawn)	89	112	104	85	105	110	106	106
10	COc1cccc(Cc2cc(-c3ccccc3)nn(CC(=O)c3ccccc3)c2=O)c1	12	73	72	65	46	/	91	67
11	CCSc1nnc(-c2cnn3c2NC(c2ccccc2)C3)n1-c1ccccc1F (stereo not drawn)	96	106	87	109	80	108	93	76
12	CCCS(=O)(=O)Nc1ccc(C(=O)CC2(O)C(=O)Nc3ccccc32)cc1 (stereo not drawn)	100	113	99	107	88	101	92	110
13	Cc1nc2ncc(C(=O)NO)c(=O)n2[nH]1	108	112	93	95	101	112	108	/
14	O=C1CC(c2ccc(Cl)cc2)c2snc(-c3cccc(F)c3)c2N1 (stereo not drawn)	85	98	77	74	80	86	85	104
15	COc1cc(OC)c(N2C(=O)c3cccc4cccc(c34)C2=O)c(OC)c1	100	113	97	97	94	91	110	107
16	CSCCC(NC(=O)c1ccccc1)C(=O)N/N=C1\S/C(=C/c2ccccc2F)C(=O)N1C (stereo not drawn)	88	106	94	101	94	75	/	97
17	CC(C)=NNS(=O)(=O)c1ccc(C)cc1	101	100	105	100	94	118	100	84
18	O=C1c2cccc(Cl)c2C(=O)c2cccc(Cl)c21	99	102	90	95	97	108	107	104
19	COc1cc(/C=C/C(=O)c2ccc(N3CCN(C)CC3)cc2)ccc1F	18	98	44	/	25	103	35	104
20	O=CN/N=C/c1cc(Cl)cc(Cl)c1O	71	82	78	88	88	95	92	/
21	CN(C)c1ccc(Nc2cc(-c3cccc(OC(F)(F)F)c3)nc3ccc(N4CCCC4)cc23)cc1	-74*	-85*	71	-50*	-15*	12	-48*	-1.7*
22	Cc1ccccc1[C@@H]1C[C@@H]2Cc3cc(Br)c4ccccc4c3N1O2	87	95	116	105	87	96	92	104
23	CC(C)Cc1ccc(CC(C)C)c(O)c1	94	112	108	106	99	91	/	97
24	Cc1cc(=O)nc2sc(-c3ccc(Cl)cc3)nn12	/	105	101	109	88	97	92	104
25	O=C(Cc1nc2ccc(Cl)cc2nc1CC(=O)c1ccccc1)c1ccccc1	65	103	/	66	45	/	56	79
26	c1ccc(CCCNCCc2ccccc2)cc1	95	108	88	108	101	87	108	107
27	CC1=NCC(C)(C)S1	95	102	90	109	98	98	101	103
28	COc1ccc(/C=C(\c2cc(OC)c(OC)c(OC)c2)c2nnc(-c3ccc(F)cc3)o2)cc1	98	107	88	100	94	107	104	94
29	O=C(NO)c1ccc(CNc2cccc3nc(C4CC4)n(-c4ccccc4)c(=O)c23)cc1	-35*	9.8*	23	64	28	26	22	40
30	CC(=O)Nc1ccc(-n2cnc3cc(-c4ccc(O)cc4)ccc32)cc1C	53	52	33	51	51	49	-7.1*	65

Reformatted with two lines to a compound: 6 of the compounds above
Results follow in this order: LOX IMVI | SK-MEL-28 | T-47D | BT-549 | MCF7 | MDA-MB-231 | MDA-MB-468 | HS 578T
26	c1ccc(CCCNCCc2ccccc2)cc1
→ 95 | 108 | 88 | 108 | 101 | 87 | 108 | 107
4	CC(C)c1ccc2c(c1)CC[C@H]1[C@](C)(CN)CCC[C@]21C
→ 107 | 102 | 103 | 120 | 92 | 88 | 96 | 99
18	O=C1c2cccc(Cl)c2C(=O)c2cccc(Cl)c21
→ 99 | 102 | 90 | 95 | 97 | 108 | 107 | 104
5	O=[N+]([O-])c1ccc(Sc2ncccn2)c([N+](=O)[O-])c1
→ 68 | 72 | 41 | -16* | 34 | 69 | 6.0* | 89
25	O=C(Cc1nc2ccc(Cl)cc2nc1CC(=O)c1ccccc1)c1ccccc1
→ 65 | 103 | / | 66 | 45 | / | 56 | 79
3	O=C1NC(=NC(=O)c2ccccc2)S/C1=C/c1ccccc1O
→ 103 | 99 | 85 | 91 | 101 | 92 | 102 | 98

Some of the entries so far, in transposed form:
27. CC1=NCC(C)(C)S1
28. COc1ccc(/C=C(\c2cc(OC)c(OC)c(OC)c2)c2nnc(-c3ccc(F)cc3)o2)cc1
29. O=C(NO)c1ccc(CNc2cccc3nc(C4CC4)n(-c4ccccc4)c(=O)c23)cc1
assay / entry,27,28,29
LOX IMVI,95,98,-35*
SK-MEL-28,102,107,9.8*
T-47D,90,88,23
BT-549,109,100,64
MCF7,98,94,28
MDA-MB-231,98,107,26
MDA-MB-468,101,104,22
HS 578T,103,94,40

Next part.
entry	smiles	LOX IMVI	SK-MEL-28	T-47D	BT-549	MCF7	MDA-MB-231	MDA-MB-468	HS 578T
31	O=C1c2cccc3cc([N+](=O)[O-])cc(c23)C(=O)N1CCN1CCCC1	-66*	-36*	-6.3*	3.7*	1.2*	21	-53*	-25*
32	COc1cccc(/C=N/NC(N)=S)c1	97	115	86	95	86	112	88	100
33	Clc1ccc(C2=NCCN2)cc1	106	96	105	101	99	96	116	86
34	O=C1N[C@@H](Cc2c[nH]c3ccccc23)C(=O)N(Cc2ccco2)[C@H]1Cc1ccccc1	85	114	88	119	102	89	98	110
35	Cc1cn(C2CC(O)C(CO)O2)c(=O)n(Cc2ccccc2)c1=O (stereo not drawn)	100	119	102	107	92	102	114	106
36	O=c1[nH]c2ccccc2cc1/C=N/O	99	95	89	99	76	102	82	68
37	OC1(CCCc2ccccc2)CCNCC1	105	110	102	93	108	104	107	115
38	COc1ccc(C(c2cc(OC)c(OC)c(OC)c2)n2ccnc2)cc1O (stereo not drawn)	26	63	43	-0.1*	18	35	16	29
39	CCS(=O)(=O)Oc1ccc(-c2ccc3sccc3c2)cc1	101	103	95	115	92	99	86	112
40	COc1cc(/C=N/NC(=O)COc2ccc(NC(=O)Nc3ccc(Cl)cc3)cc2)ccc1O	/	100	109	101	97	/	96	/
41	O=C(Nc1ccccc1)Nc1cccc(Oc2nnc(Cl)c3ccccc23)c1	32	44	-18*	48	-4.2*	32	0.5*	1.2*
42	Fc1cccc(COc2cccnc2NC(=S)Nc2cccc(Cl)c2)c1	/	104	/	93	84	93	99	96
43	CCN(CC)c1ccc(C=O)c(OCc2cn(CC(=O)Nc3ccc(F)cc3F)nn2)c1	91	109	102	103	94	102	94	110
44	CCOC(=O)CCCCN1C(=O)S/C(=C\c2ccc(F)cc2)C1=O	96	101	90	114	93	98	114	91
45	Oc1cc(O)c(N=Nc2ncn[nH]2)c(O)c1	97	99	104	104	88	107	99	104
46	CCN(CC)CC(O)c1cnc(-c2ccccc2)nc1C (stereo not drawn)	100	111	98	102	99	111	98	101
47	O=C1CSC(c2ccccc2Br)N1n1cnnc1 (stereo not drawn)	100	110	101	100	95	101	102	105
48	CCOC(=O)c1cnn2c1N(C)C(c1ccccc1)C2 (stereo not drawn)	97	107	86	106	99	111	107	102
49	O=C(/C(=C/c1ccc([N+](=O)[O-])cc1)SCc1ccc(F)cc1)c1ccc(Cl)cc1	3.7*	93	49	85	-22*	59	76	27
50	CC(C)=CCCC(C)C1=C(O)C(=O)C(C)=CC1=O (stereo not drawn)	59	/	-67*	25	67	41	/	94
51	ClC1CCCCC12OCCO2 (stereo not drawn)	97	109	96	101	101	109	105	/
52	C[C@]12C=CC(=O)NC1CCC1C2CC[C@@]2(C)C1CC[C@@H]2C(=O)Nc1cc(C(F)(F)F)ccc1C(F)(F)F (stereo partly drawn)	91	95	56	82	23	95	91	112
53	COc1cccc(/C=C/[C@H]2O[C@@H](C)[C@H](O)[C@@H]2O)c1	102	106	116	95	100	100	128	112
54	O=C1Nc2ccc([N+](=O)[O-])cc2C1=Nc1ccc(O)cc1	91	113	96	112	86	92	99	96
55	C[N+]1(Cc2ccc(C(N)=O)cc2)CCC(CCC2CC[N+](C)(Cc3ccc(C(N)=O)cc3)CC2)CC1 (stereo not drawn)	96	111	105	98	104	109	117	103
56	Cn1c(O)c(C=Nc2ccccc2C(=O)O)c(=O)n(C)c1=O	96	119	92	101	97	102	98	115
57	COc1cc(-c2nc(C(=O)NCCC(=O)NO)nn2-c2ccc(Cl)cc2)cc(OC)c1OC	99	109	94	106	93	109	116	106
58	Cc1ccc(Cl)cc1NC(=O)c1sc2nc3c(cc2c1N)C(=O)CCC3	68	67	83	93	36	80	8.4*	61
59	CCCCNc1nnc2n(Cc3ccccc3)c(=O)c3c4c(sc3n12)CCCC4	30	61	43	56	43	55	35	72
60	NC(=O)n1[nH]c(N)c(N=Nc2ccc(S(=O)(=O)N=C(N)N)cc2)c1=O	105	101	101	121	93	106	96	101

entry	smiles	LOX IMVI	SK-MEL-28	T-47D	BT-549	MCF7	MDA-MB-231	MDA-MB-468	HS 578T
61	COc1ccc(OC)c(-c2cc(-c3cc(OC)c(OC)c(OC)c3)nc(N)c2C#N)c1	96	104	98	88	97	97	91	98
62	O=C(/C(=N/Nc1ccccc1)C(=S)Nc1ccccc1)c1ccccc1	103	100	90	94	86	86	110	113
63	C[C@H]1N=C(c2ccc(Br)cc2)Nc2nc3ccccn3c2C1=O	92	97	85	75	65	74	102	86
64	COc1ccc(C(=O)CSc2nc(-c3cc(OC)ccc3OC)cc(-c3ccc(OC)cc3)c2C#N)cc1	91	101	86	90	101	102	105	103
65	Cn1cc(-c2cc(N)n3nc(-c4cn(C)c5ccc(F)cc45)cc3n2)c2cc(F)ccc21	-62*	92	23	77	10	3.7*	12	18
66	N#C/C(=C\c1c(-c2ccccc2)[nH]c2ccccc12)C(=O)N1CCCCC1	93	105	69	104	83	88	80	92
67	N#Cc1c(-c2cccs2)cc(-c2cccnc2)[nH]c1=O	98	104	103	102	92	105	101	102
68	O=C(O)CCC(=O)/C=C/c1cccc2ccccc12	96	108	93	106	95	91	114	99
69	Cc1oc(=O)oc1CN1CCN(c2cc3c(cc2F)c(=O)c(C(=O)O)c2n3C(C)C2)CC1 (stereo not drawn)	99	125	94	118	102	102	104	106
70	N#Cc1cccc(CN2CCc3ncn(Cc4ccc(Cl)cc4)c(=O)c3C2)c1	35	37	31	30	15	27	-22*	36
71	CC(=O)Nc1ccc(Cl)cc1-c1ccccc1	65	98	72	73	93	82	76	98
72	COc1cc(-c2cc(-c3cccs3)c(C#N)c(N3CCOCC3)n2)cc(OC)c1OC	82	91	89	76	62	65	55	91
73	[O-][n+]1onc(Sc2ccccc2)c1-c1ccncc1	96	105	106	108	95	99	106	94
74	COc1ccc(-c2nn(-c3ccc(S(C)(=O)=O)cc3)cc2/C=C/C(=O)c2ccc(NC(=O)CO[N+](=O)[O-])cc2)cc1	103	104	101	104	95	95	91	110
75	CCN1CCN(CCNc2nccc(-c3c(-c4cccc(O)c4)nc4sccn34)n2)S1(=O)=O	31&38	21&24	73&77	84&72	84&87	68&65	81&87	78
